AID2073: inhibitors of Mint1-CaV2.2 protein interaction, biochemical, HTRF (AID 2073) | HTRF protein-protein interaction, Mint1-CaV2.2; higher % means a stronger effect | inhibition, % at 20 µM, or IC50 in µM where a hit was titrated | actives 0.19% (n = 290,000); in the data active means inhibition mostly above about 51%, no sharp cut-off; further: some results filed as inactive read as strong as hits
HIV peptide binding: cell-free HIV fusion peptide-binding blockers – biochemical, uHTS, fluorescence dequenching, primary screen (AID 1986); inhibition, % at 20 µM; hits with a dose series show IC50 in µM; actives 0.3% (n = 290,000); cell-free peptide binding, fluorescence dequenching, 30 min; higher % means a stronger effect; in the data active means inhibition mostly above about 52%, no sharp cut-off; inactive means mostly below about 76%; further: some results filed as inactive read as strong as hits
Starred values were filed as active, the others as inactive. These rows are one share of the data. The share of hits here may be higher or lower than overall.

SMILES | AID2073 | HIV peptide binding
CCN1CCN(c2c(S(=O)(=O)c3ccc(C)c(C)c3)cnc3ccc(F)cc23)CC1 | 6% | 2.5%
COc1ccc(-c2cc(C(=O)NC3CCCC3)no2)cc1 | 5% | 1.3%
CC1CCN(C(=O)CSc2nnc(CNC(=O)c3ccc(F)cc3)o2)CC1 | 4% | 1.1%
O=S(=O)(c1cccc(Cn2nnc(-c3ccc(F)cc3)n2)c1)N1CCOCC1 | 15% | 1.4%
COc1ccc(Cn2c(=S)[nH]c3ccccc3c2=O)cc1 | -14% | -1.8%
N#C/C(=C/c1ccc(O)cc1)C(=O)NCc1ccc(Cl)cc1 | 33% | -0.1%
CC(=O)c1ccccc1OCC(O)CNC1CCCC1 (centres undefined) | -14% | 1.6%
CN(C)CCn1ccc(O)c(Cc2ccc(Cl)cc2)c1=O | 11% | 2.3%
O=C(CCNC(=O)C1CCN(S(=O)(=O)c2ccccc2)CC1)NCCc1cccc(F)c1 | 7% | 0.0%
Brc1cccc(C2Nc3cccc4cccc(c34)N2)c1 | 37% | 22%
Cc1cc2c(=O)n(CC(=O)NCC(=O)Nc3ccc(C(C)C)cc3)cnc2s1 | -4% | -0.2%
c1ccc2c(c1)CN1CCCC1=N2 | 10% | 0.9%
CCCN1CCN(C(=O)c2ccc(CS(=O)c3ccc(Cl)cc3)o2)CC1 (centres undefined) | 12% | -1.5%
COc1ccc(S(=O)(=O)c2c(O)c3ccc(C(=O)Nc4ccccc4Cl)cc3[nH]c2=O)cc1 | 8% | 11%
O=C(c1ccc([N+](=O)[O-])cc1)N1CCN(C(=O)c2cccnc2)CC1 | 0% | -0.6%
CC(C)OCC(O)CN1CCC(Cc2ccccc2)CC1 (centres undefined) | 13% | 1.0%
CC(C)(C)c1ccc(OCCSc2nc3ccccc3n2CC(=O)O)cc1 | 7% | 13%
COc1ccc(NC(=O)CSc2cn[nH]n2)c(OC)c1 | 10% | 0.0%
Cc1cc(NC(=O)COc2ccccc2C)ccc1NC(=O)c1cccs1 | 5% | -0.5%
O=C1[C@H]2[C@@H](c3ccc(F)cc3)N3C(=O)N(c4ccccc4)C(=O)[C@@]3(Cc3ccc(Cl)cc3)[C@H]2C(=O)N1C1CCCCC1 | 8% | 0.9%
COc1cccc(NC(=O)CSc2nnc(NC(=O)C3CC3)s2)c1 | -1% | -0.5%
O=C(C1CCC(=O)N(C2CC2)C1)N1CCN(c2ccc(Cl)cc2)CC1 (centres undefined) | -1% | 1.5%
COc1ccc(C2NC(=O)c3ccccc3O2)cc1 (centres undefined) | 10% | -1.3%
COc1ccc(Cl)cc1NC(=O)C1CC(=O)N(C2CCCCC2)C1 (centres undefined) | 3% | 7.7%
CCOC(=O)N1CCN(C(=O)/C(=C/c2cccs2)NC(=O)c2ccc(OC)c(OC)c2)CC1 | 1% | 0.1%
CC(=O)CCN1C(=O)NC2(CCCc3ccccc32)C1=O (centres undefined) | 4% | 1.6%
C/C(=N\Nc1nc(C(C)(C)C)cs1)c1ccc(O)cc1 | -30% | -0.8%
Cc1cc(C(=O)N2CCc3ccccc3C2)no1 | 10% | -0.8%
Cc1ccc(NC(=O)CN2C(=O)c3ccccc3S2(=O)=O)c(C)c1 | -4% | -1.1%
COc1cccc2[nH]c(C(=O)NCCCN3CCCC3=O)cc12 | 26% | -1.8%
Cc1onc(-c2c(F)cccc2Cl)c1C(=O)N(Cc1ccccc1)C(C)C | 8% | -0.4%
Nc1c(N(CCC2=CCCCC2)C(=O)C2CC2)c(=O)[nH]c(=O)n1Cc1ccccc1 | 4% | 0.2%
Cc1cccc(C(=O)OCC(=O)NCCCc2ccccc2)c1O | 1% | 1.1%
C[C@H](NC(=O)[C@@H]1Cc2ccccc2CN1)C(=O)NCC1CCCO1 (some centres undefined) | 5% | 1.7%
CCn1cc(S(=O)(=O)c2ccc(OC)cc2)c(=O)c2cc(OC)ccc21 | 2% | -0.4%
C=CCNC(=O)C1CC(=O)N(c2ccc(OCC(=O)Nc3ccc(Cl)cc3)cc2)C1 (centres undefined) | 4% | 4.0%
CC1CCCCC1NC(=O)Cn1c(=O)oc2cc(S(=O)(=O)N3CCCC3)ccc21 (centres undefined) | -11% | 0.9%
CCOC(=O)C1=C(COC(=O)Cc2ccc(Br)cc2)NC(=O)NC1C (centres undefined) | 26% | 0.6%
CC(C)[C@H](NC(=O)N1CCn2c1nc1ccccc12)C(=O)N[C@@H](C(=O)O)c1ccccc1 | 9% | 0.6%
COc1cc(NC(=O)c2ccc(Cl)cc2)c(Cl)cc1NC(=O)c1cccnc1 | 43% | 0.0%
CCCCn1c(SCC(=O)NC2CC2)nc2ccccc2c1=O | 1% | -1.6%
Cc1cccc(C(C(=O)NC2CCCC2)N(C(=O)c2csnn2)C2CCCC2)c1 (centres undefined) | 0% | 1.1%
Cc1cccc(NC(=O)CNC(=O)CNC(=O)Cc2ccccc2)c1 | 11% | 1.0%
O=C1CCN(Cc2ccc([N+](=O)[O-])cc2)CCN1[C@H](CO)Cc1ccccc1 | 10% | -0.2%
COc1ccc(S(=O)(=O)NCC(=O)N(Cc2ccco2)C(C(=O)NC(C)(C)C)C(C)C)cc1 (centres undefined) | -8% | -0.3%
Cc1ccc(Cl)cc1NC(=O)COc1ccccc1 | 4% | 1.6%
O=C(CN1CCN(c2ccccc2)CC1)Nc1ccc(F)cc1 | 10% | -0.3%
O=C(O)CC1(CC(=O)N2CCC(C(=O)O)CC2)CCCC1 | 4% | -0.7%
Cc1ccc(NC(=O)NNC(=O)c2ccc3c(c2)NC(=O)C(C)(C)O3)cc1 | -8% | -0.4%
Cc1ccc(-c2ccc(SCC(=O)NC3CCCCC3)nn2)cc1 | 1% | 2.9%
Oc1[nH]c2ccccc2c1N=Nc1c(F)c(F)c(Cl)c(F)c1F | 13% | 5.6%
O=C(NC(=S)Nc1ccc2[nH]c(=O)[nH]c2c1)c1ccccc1F | -3% | -0.1%
Cc1ccc(CCNC(=O)c2cc(S(=O)(=O)N3CCOCC3)cn2C)cc1 | -1% | 1.2%
CCCCc1ccc(NC(=O)CSc2nc3ncccc3[nH]2)cc1 | 30% | -0.2%
C/C(=N\NC(=O)c1cccs1)c1ccc(C(=O)O)s1 | 12% | 0.6%
CCOP(=O)(OCC)c1nc(-c2ccccc2)oc1N1CCCCC1 | 15% | -2.0%
CCN(CC)C(=O)C1c2ccccc2Oc2ccccc21 | 6% | 193%
COc1cccc(N2CCN(c3ccc4nnc(CCC(=O)Nc5ncccc5C)n4n3)CC2)c1 | 8% | -1.0%
COc1cc2c(cc1OC)C(c1ccccc1)N(C(=O)c1ccccc1)CC2 (centres undefined) | -6% | -2.4%
Cc1ccc(NS(=O)(=O)c2ccc3c(c2)NC(=O)CO3)cc1 | -1% | -1.0%

The listing continues.
SMILES | AID2073 | HIV peptide binding
CC(=O)c1cccc(NC(=O)c2ccc(NC(=O)CCS(=O)(=O)c3cccs3)cc2)c1 | -2% | 0.2%
O=C(COc1ccc(S(=O)(=O)N2CCCCC2)cc1Cl)N1CCOCC1 | 0% | -1.1%
O=C(O)CSc1nnc(-c2ccc(Cl)cc2Cl)n1-c1ccc(Br)cc1 | 1% | 1.8%
Oc1ccc(N2Cc3ccccc3C2)cc1 | -18% | 4.5%
CCn1c(=O)n(CC)c2cc(N3CCCC3)c(NC(=O)c3ccccc3F)cc21 | -14% | 0.8%
CCOC(=O)CC1COc2ccccc2N1C(=O)c1cccc([N+](=O)[O-])c1 (centres undefined) | -2% | 2.0%
COc1ccccc1-c1nc2c(c(SCC(=O)N3CCCCC3)n1)Cc1c(CO)cnc(C)c1O2 | -3% | 2.3%
CCn1c(=O)c(C(=O)NNC(=O)c2ccccc2F)c(O)c2ccccc21 | 11% | -1.6%
COc1ccc(CN(C)C(=O)c2ccc3ccccc3n2)cc1F | 1% | 2.7%
COc1ccc(NC2CCCN(C(=O)c3ccc(C)nc3)C2)cc1 (centres undefined) | -1% | -0.2%
Clc1ccc(CN2CCN(c3ncccn3)CC2)cc1Cl | 10% | -0.4%
CC1CC(C)CN(S(=O)(=O)N2CCCC(C(=O)NCc3ccccc3Cl)C2)C1 (centres undefined) | -8% | -0.4%
COc1cc(NS(=O)(=O)c2csc(C(N)=O)c2)cc(OC)c1 | -6% | -1.1%
CC1CC(=O)N(c2ccc(C(C)C)cc2)C(=O)C1 | 7% | 0.1%
O=S(=O)(Nc1ccc2c(c1)OCCO2)c1c(F)cccc1F | 4% | -1.9%
CCC(C)[C@H]1COCCS(=O)(=O)N1Cc1ccc(C)cc1 (some centres undefined) | 9% | -1.7%
COc1ccc(C(=O)NCCc2ccccc2F)cc1OC1CCN(C(C)=O)CC1 | 11% | 0.3%
O=C1CCC(C(=O)NCc2ccccc2)N1 (centres undefined) | 6% | -0.1%
CCOC(=O)[C@@H]1[C@H]2COc3cc(OC)ccc3[C@H]2N2C(=O)N(c3ccc(C(F)(F)F)cc3)C(=O)[C@@]12C | 7% | 1.5%
CC(=O)Nc1ccc(S(=O)(=O)N2CCN(C(=O)C3COc4ccccc4O3)CC2)cc1 (centres undefined) | 4% | 0.2%

Already shown: an excerpt of the list.
SMILES | AID2073 | HIV peptide binding
CCn1c(=O)c(C(=O)NNC(=O)c2ccccc2F)c(O)c2ccccc21 | 11% | -1.6%
COc1ccc(CN(C)C(=O)c2ccc3ccccc3n2)cc1F | 1% | 2.7%
COc1ccc(NC2CCCN(C(=O)c3ccc(C)nc3)C2)cc1 (centres undefined) | -1% | -0.2%
Clc1ccc(CN2CCN(c3ncccn3)CC2)cc1Cl | 10% | -0.4%
CC1CC(C)CN(S(=O)(=O)N2CCCC(C(=O)NCc3ccccc3Cl)C2)C1 (centres undefined) | -8% | -0.4%
COc1cc(NS(=O)(=O)c2csc(C(N)=O)c2)cc(OC)c1 | -6% | -1.1%
CC1CC(=O)N(c2ccc(C(C)C)cc2)C(=O)C1 | 7% | 0.1%
O=S(=O)(Nc1ccc2c(c1)OCCO2)c1c(F)cccc1F | 4% | -1.9%
CCC(C)[C@H]1COCCS(=O)(=O)N1Cc1ccc(C)cc1 (some centres undefined) | 9% | -1.7%
COc1ccc(C(=O)NCCc2ccccc2F)cc1OC1CCN(C(C)=O)CC1 | 11% | 0.3%
O=C1CCC(C(=O)NCc2ccccc2)N1 (centres undefined) | 6% | -0.1%
CCOC(=O)[C@@H]1[C@H]2COc3cc(OC)ccc3[C@H]2N2C(=O)N(c3ccc(C(F)(F)F)cc3)C(=O)[C@@]12C | 7% | 1.5%
CC(=O)Nc1ccc(S(=O)(=O)N2CCN(C(=O)C3COc4ccccc4O3)CC2)cc1 (centres undefined) | 4% | 0.2%

Going on with the list.
SMILES | AID2073 | HIV peptide binding
COc1cccc(OC)c1C(=O)NC(=S)N1CCCCC1c1cccnc1 (centres undefined) | -30% | -0.6%
O=C(C#Cc1ccccc1)Nc1cccc(F)c1 | -4% | 0.2%
CC(C)(C)c1ccc(-n2ncc3c2CCCC3NC(=O)C2=NNC(=O)CC2)cc1 (centres undefined) | 8% | -0.4%
Cc1ccccc1C(=O)Oc1cccc2c(O)cccc12 | -23% | -2.4%
O=C(COc1ccc(Cl)cc1)NCCNC(=O)c1ccccn1 | 5% | 1.3%
CCN(CCN(C)C)C(=O)C1CCN(S(=O)(=O)c2c(C)noc2/C=C/c2ccccc2F)CC1 | 0% | -1.2%
COc1cccc(NC(=S)Nc2cccc3ccccc23)c1 | -7% | 1.4%
Cc1ccc(S(=O)(=O)c2nnn3c2nc(N2CCN(c4ccccn4)CC2)c2ccccc23)cc1C | 46% | -1.0%
CN(CCO)c1ccc(/C=N/Nc2nncc3ccccc23)cc1 | 22% | -0.6%
COc1ccc(C2=CSC3=NCCN23)cc1Cl | -18% | -2.7%
COc1ccc(CNc2nnnn2C)c(OC)c1 | 14% | 2.5%
CC(=O)Nc1ccc(S(=O)(=O)N2CCN(S(=O)(=O)N3CCC(C)CC3)CC2)cc1 | 10% | 0.7%
COc1ccc(OC)c(NC(=O)NNC(=O)COc2ccc(-c3ccccc3)cc2)c1 | 10% | 0.4%
COc1cccc(CNC(=O)CCCn2ncn3c(cc4occc43)c2=O)c1 | 7% | 0.1%
COc1ccc(C2Nc3ccccc3NC3=C2C(=O)CC(C)(C)C3)c(OC)c1OC (centres undefined) | -3% | -1.9%
CC1(c2ccccc2)NC(=O)N(CC(=O)Nc2ccc(Cl)c(S(=O)(=O)N3CCCCC3)c2)C1=O (centres undefined) | 4% | -0.8%
O=C(CCc1nnc2n(Cc3ccc(F)cc3)c(=O)c3ccccc3n12)N1CCN(c2ccccn2)CC1 | 11% | 1.1%
COc1ccc(OC)c(CNC(=O)c2ccc(C)c(NC(=O)C3=C(C)OCCS3)c2)c1 | 6% | -1.4%
CS(=O)(=O)Nc1cccc(-c2cnc3ccccc3n2)c1 | -2% | -0.8%
COc1ccc2cc(C(=O)N3CCN(C)CC3)[nH]c2c1 | 6% | -1.2%
Cn1nc(-c2ccccc2)cc1NC(=O)c1ccccc1 | 7% | -0.8%
CCCOc1ccccc1/C=C(\C#N)C(=O)Nc1cccc(C)n1 | -4% | 0.0%
COCCNC(=O)c1csc(Nc2cccc3ccccc23)n1 | 0% | -1.4%
COc1ccccc1N1CCN(CC(O)c2c(C)[nH]c3ccccc23)CC1 (centres undefined) | 10% | 1.1%
Cc1ccc(/C=N/NC(=O)c2cccc(NC(=O)c3ccccc3C)c2)o1 | -9% | -3.5%
Cc1nn(-c2ccc(F)cc2)c(-n2cccc2)c1C(=O)N1CCN(C(=O)c2ccco2)CC1 | 14% | -0.6%
O=C(Nc1cccc(O)c1)c1ccc(S(=O)(=O)N2CCCCCC2)cc1 | 6% | 0.8%
CCN(CC(=O)NCc1ccc(Cl)cc1)C(=O)c1cc2ccccc2o1 | -2% | -1.1%
Cc1ccc2c(c1)C(c1ccccc1)N(C(=O)c1cccc([N+](=O)[O-])c1)CC(=O)N2 (centres undefined) | 8% | -1.4%
C/C(N)=C(/C#N)C(=O)CSc1nc(-c2ccccc2)c(-c2ccccc2)o1 | -3% | 1.0%

Bioassay records (PubChem)
